M17LAP inhibition: P. falciparum M17LAP inhibitors, primary screen, biochemical, fluorogenic H-Leu-NHMec substrate, 1536-well (AID 1619) | recombinant M17LAP, H-Leu-NHMec fluorogenic kinetic assay; higher % means a stronger effect | inhibition, % at 30 µM; hits with a dose series show IC50 in µM | 220,000 tested, 0.38% active;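 active = compound inhibiting the enzyme by more than half at any dose during confirmatory dose-response retesting; inconclusive = strong single-dose inhibitors picked by rank but not retested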;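 note: plate controls were full reaction with DMSO carrier for no effect and no enzyme background for full effect; strong numbers were not always called active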
HEK293 NOD2/NF-kB: NOD2 signaling inhibitors, cell-based, luminescence, uHTS, HEK293 (AID 1566); HEK293 NOD2/NF-kB luciferase reporter, luminescence; higher % means a stronger effect; 290,000 tested, 0.63% active; one-dose inhibition, % at 4 µM; EC50 in µM for titrated hits; note: many of its hits are not listed in these tables
Siah-1 displacement: Siah-1 peptide-binding antagonists, primary screen, biochemical, fluorescence polarization, rhodamine-plectin, uHTS (AID 1817); Siah-1 / rhodamine-plectin peptide fluorescence polarization; higher % means a stronger effect; displacement, % at 20 µM, or IC50 in µM where a hit was titrated; 290,000 tested, 0.02% active;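 active = displacement of at least 50% at 20 µM, with a fluorescence ratio check between 0.3 and a set limit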;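 note: plate controls were Siah plus tracer with DMSO for no effect and tracer alone without Siah for full effect; strong numbers were not always called active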
Hep lipid drop: hepatic lipid droplet formation modulation; AML12 mouse hepatocytes, oleate lipid droplets, BODIPY imaging; inhibition, % at 6.5 µM; 240,000 tested, 0.4% active;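 active = lipid droplet intensity inhibited by at least 50%, with more than 500 cells counted; inconclusive = wells with under 300 cells, treated as cytotoxic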
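Material – mouse AML12 hepatocyte cell line, fixed after treatment · Compound dosing – one dose, 6.5 µM compound · Times – compound with oleate, overnight · Measured by – Image-based BODIPY and DAPI two-channel analysis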
CSM14.1 death rescue: protection against thapsigargin-triggered cell killing – 384-well, CSM14.1, ATP luminescence, primary screen (AID 1222). CSM14.1 thapsigargin-induced death rescue, ATP luminescence; higher % means a stronger effect. cellular ATP content (survival), % at 20 µM, or EC50 in µM where a hit was titrated. 190,000 tested, under 10 active;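 active = EC50 below 50 µM in the dose-response confirmation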;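 note: death triggered by thapsigargin at about 15 µM added after 2 h compound pretreatment; cell ATP read after overnight thapsigargin exposure of roughly 18 to 22 hours; normalized against plate controls of thapsigargin alone and 5% DMSO vehicle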
XIAP antagonists: XIAP antagonists, biochemical, IAP family, fluorescence polarization (AID 1018); 200,000 tested, 0.007% active; displacement, % at 20 µM; hits with a dose series show IC50 in µM; XIAP BIR domain, fluorescence polarization peptide displacement; higher % means a stronger effect; in the data active = displacement above about 50%; note: a part of the inactive calls stands beside numbers as strong as those of hits
LYP inhibition: inhibitors of LYP phosphatase, biochemical, fluorescence intensity, uHTS (AID 1779); inhibition, % at 11.5 µM, or IC50 in µM where a hit was titrated; recombinant LYP phosphatase, fluorescence intensity; higher % means a stronger effect; 290,000 tested, 0.054% active;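 note: plate controls were vehicle with enzyme for no effect and no enzyme for full effect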
P. falciparum M1AAP: malaria alanyl aminopeptidase activity blockers – biochemical, fluorogenic H-Leu-NHMec substrate, 1536-well (AID 1445); recombinant M1AAP, H-Leu-NHMec fluorogenic kinetic assay; higher % means a stronger effect; inhibition, % at 30 µM; hits with a dose series show IC50 in µM; 220,000 tested, 0.42% active;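 active = primary inhibition above the hit cutoff, then over 50% inhibition at one or more dose response concentrations, cut at about 23% in these data, passing the limit was not always enough; inconclusive = conflicting primary data, or primary hits not chosen for dose response; inactive = low primary inhibition, or under 50% at every dose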;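 note: plate controls were DMSO full reaction for no effect and no enzyme background for full effect; strong numbers were not always called active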
AID2073: disruptors of CaV2.2 binding to Mint1 – biochemical, HTRF (AID 2073); HTRF protein-protein interaction, Mint1-CaV2.2; higher % means a stronger effect; inhibition, % at 20 µM, or IC50 in µM where a hit was titrated; 290,000 tested, 0.19% active; in the data active = inhibition mostly above about 51%, no sharp cut-off; inconclusive = no clear call, values can overlap the other calls; inactive = mostly below about 53%; note: some results filed as inactive read as strong as hits
Hep lipid drop cells 6.5 µM: second read-out of Hep lipid drop, no call of its own (marks repeat the call); cell count; measured here: cell count, cytotoxicity flag;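 cells counted across two imaged fields per well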
* hit, by the source's call; ? = inconclusive; / = not tested or not shown. Cut-off read from the data, not from the text of the source, unless noted: active = inhibition above about 50%; inactive = the rest. Some of the compounds tested; rates above refer to the full screens.

SMILES | M17LAP inhibition | HEK293 NOD2/NF-kB | Siah-1 displacement | Hep lipid drop | Hep lipid drop cells 6.5 µM | CSM14.1 death rescue | XIAP antagonists | LYP inhibition | P. falciparum M1AAP | AID2073
O=C(O)Cn1nc(-c2ccccc2)oc1=O | -17% | 0% | -2% | 5 | 727 | -0.1% | -8.1% | -7% | 1% | 0%
COc1ccc(C2C(C#N)=C(N)OC(C(C)(C)C)=C2C#N)cc1OC (stereo not drawn) | 2% | -3% | 0% | / | / | 0.8% | 0.2% | -6% | 10% | -12%
Cc1ccc(OCc2nc(-c3ccccn3)no2)cc1 | -5% | -107% | 2% | 2 | 769 | -1.8% | -4.4% | -8% | 1% | -3%
CCC(=O)N1CCN(c2ccc(NC(=O)COc3ccccc3[N+](=O)[O-])cc2)CC1 | -5% | 8% | -1% | -25 | 558 | 2.3% | -5.0% | -3% | -1% | -4%
COc1ccc(C(C(=O)NC2CCCCC2)N(C(=O)c2ccccn2)c2cccnc2)cc1 (stereo not drawn) | 12% | 18% | -3% | -8 | 716 | 0.3% | 0.4% | 2% | 2% | 31%
CCOC(=O)C1(Cc2ccccc2)CCN(Cc2cnn(-c3ccccc3)c2)CC1 | -3% | 11% | 2% | 3 | 694 | 1.9% | -3.9% | -3% | 3% | -10%
Cc1cccc(C)c1NC(=O)Cn1cnc2c(=O)n(C)c(=O)n(C)c21 | -2% | 10% | -4% | 8 | 814 | -1.3% | -5.8% | -2% | -1% | -3%
CCCCN1C=C(C(=O)OC)C(c2ccccc2Cl)C(C(=O)OC)=C1 | -1% | 3% | 5% | 19 | 654 | 0.3% | -1.9% | -10% | 2% | 18%
N#C/C(=C/c1ccc(N2CCOCC2)o1)C(=O)N1CCOCC1 | 0% | -2% | -6% | -10 | 636 | -4.9% | -0.6% | -3% | 8% | 24%
C/C(=N/NC(=O)c1ccoc1C)c1ccc(NC(=O)c2ccncc2)cc1 | 5% | 15% | 3% | 0 | 574 | -2.4% | -1.1% | 5% | 5% | -3%

Retrieved by compound from the list above, 2 records:
SMILES | M17LAP inhibition | HEK293 NOD2/NF-kB | Siah-1 displacement | Hep lipid drop | Hep lipid drop cells 6.5 µM | CSM14.1 death rescue | XIAP antagonists | LYP inhibition | P. falciparum M1AAP | AID2073
N#C/C(=C/c1ccc(N2CCOCC2)o1)C(=O)N1CCOCC1 | 0% | -2% | -6% | -10 | 636 | -4.9% | -0.6% | -3% | 8% | 24%
COc1ccc(C2C(C#N)=C(N)OC(C(C)(C)C)=C2C#N)cc1OC (stereo not drawn) | 2% | -3% | 0% | / | / | 0.8% | 0.2% | -6% | 10% | -12%

(cont.)
SMILES | M17LAP inhibition | HEK293 NOD2/NF-kB | Siah-1 displacement | Hep lipid drop | Hep lipid drop cells 6.5 µM | CSM14.1 death rescue | XIAP antagonists | LYP inhibition | P. falciparum M1AAP | AID2073
CCOC(=O)NC(=O)/C(C#N)=C/c1ccc(N(C)C)cc1 | 11% | -25% | 2% | 2 | 717 | / | / | -2% | 21% | -6%
CC(=O)N1CCOc2ccc(S(=O)(=O)NCCc3ccc(C)cc3)cc21 | / | 13% | -1% | -3 | 743 | / | / | 1% | / | 16%
C#CC[N+](C)(C)CCCCCCCCCCCC | -2% | 6% | 0% | -34 | 641 | 0.2% | -9.0% | -3% | 2% | 11%
CCNC(=S)N/N=C/c1cc(Br)cc(Br)c1OC | 0% | 10% | 10% | 1 | 816 | -3.1% | -0.2% | -4% | 11% | 2%
O=C(Nc1cccnc1Cl)C1c2ccccc2Oc2ccccc21 | 0% | 26% | -3% | / | / | 7.7% | -6.1% | -10% | -3% | 7%
O=C(NCC1CCCO1)/C(=C\c1ccco1)NC(=O)c1ccccc1 (stereo not drawn) | 11% | 3% | -6% | / | / | -2.2% | -2.4% | -6% | 5% | -11%
C=CCn1c(SCC(=O)C(C)(C)C)nnc1-c1ccccn1 | 16% | 12% | -4% | -22 | 715 | 1.3% | -10% | -7% | 0% | 12%
CCn1c(=O)c(C(=O)NCc2ccc(F)cc2)c(O)c2ccccc21 | / | 15% | -1% | 1 | 850 | / | / | -4% | / | 29%
O=C(CN1C(=O)NC2(CCCCC2)C1=O)NCCC1=CCCCC1 | 12% | 10% | 3% | / | / | 0.8% | 2.0% | -13% | -18% | -6%
COc1ccc(NC(=O)COc2ccccc2C#N)c(S(=O)(=O)N2CCCCC2)c1 | 8% | -6% | -2% | / | / | -1.1% | -4.0% | -8% | 2% | -3%
Cc1ccccc1C(=O)NC1CCN(CC(=O)Nc2ccccc2)CC1 | / | 0% | 1% | 9 | 811 | / | / | 0% | / | 2%
CCN1CCN(Cc2cccc(Oc3ccc(Cl)cc3)c2)CC1 | 1% | 11% | 0% | 0 | 771 | -3.7% | -6.9% | -8% | 5% | 4%
Cn1c(CCc2ccc(N)cc2)nc2ccccc21 | 0% | -78% | 2% | 0 | 668 | -3.3% | -6.5% | -3% | 10% | -6%
O=C(C=C1CCN(c2ncc(C(F)(F)F)cc2Cl)CC1)NNC(=O)Nc1ccccc1 | 9% | 11% | 2% | / | / | -0.6% | -0.6% | 0% | -2% | -4%
Cc1cccc(Nc2nnc(SC3CCOC3=O)s2)c1C (stereo not drawn) | 2.2µM* | 2% | -2% | 3 | 678 | -1.2% | -5.2% | 4% | 4% | 14%
Cc1nn(-c2ccccc2)c2[nH]c(=O)c(CNCC3CCCO3)cc12 (stereo not drawn) | -25% | -6% | 5% | / | / | 0.5% | -1.9% | -2% | 4% | 9%
O=C(NCC1CCCO1)c1cccc(Oc2ccc([N+](=O)[O-])cc2Cl)c1 (stereo not drawn) | 2% | 16% | -3% | -16 | 663 | -2.3% | -1.9% | -5% | 8% | -15%
Cc1nn(-c2ccccc2)c2c1c(C)c(CCC(=O)NCC1CCCO1)c(=O)n2C (stereo not drawn) | / | 21% | 1% | 10 | 693 | / | / | -9% | / | 12%
CCN(CC)S(=O)(=O)c1ccc(NC(=O)CN(c2cccc(C)c2)S(C)(=O)=O)cc1 | 4% | 8% | 2% | -6 | 732 | -2.1% | -3.8% | -5% | -4% | 0%
CCS(=O)(=O)c1ccc(-c2csc(-c3ccc(Cl)cc3)n2)c(Cl)c1Cl | 24% | -8% | 0% | -9 | 564 | -0.9% | -4.4% | 3% | -6% | -11%
O=C(Cc1ccccc1)NCCc1cccc(Cl)c1 | 9% | -3% | -5% | / | / | 1.6% | -1.0% | -11% | -1% | -5%
CCOc1ccc(C(CCc2ccccc2)NC(=O)c2ccc(OC)c(OC)c2)cc1OCC (stereo not drawn) | 0% | -10% | -1% | 28 | 764 | 0.4% | -5.1% | 7% | -3% | 20%
Nc1cc(=O)[nH]c(SCC(=O)Nc2ccccc2Sc2ccccc2)n1 | 20% | 17% | 2% | -6 | 691 | -0.6% | -6.9% | 8% | 8% | 2%
CCOC(=O)CN1C(=O)/C(=C2\SC(=S)N(NC(=O)c3cccnc3)C2=O)c2ccccc21 | / | 5% | 7% | 0 | 806 | / | / | -7% | / | -12%
COc1ccc(OCCCn2ccnc2)cc1 | / | -1% | -4% | 2 | 722 | / | / | -10% | / | 5%
Cc1cccc(Cn2c(=O)c3c(nc4n3CCN4Cc3ccco3)n(C)c2=O)c1 | 13% | 17% | -1% | -19 | 664 | -2.1% | -2.9% | -1% | 4% | 3%
CCOc1ccc(-c2nnc3sc(COc4ccc(Cl)cc4)nn23)cc1 | 0% | 3% | 3% | / | / | 0.4% | -3.9% | -8% | -4% | 4%
C=C(C)C(=O)Nc1cccnc1Oc1ccc(F)cc1F | 0% | 6% | 1% | 20 | 720 | / | / | -7% | 1% | 2%
COc1ccc(NC(=O)CN(C)Cc2cccs2)cc1Cl | / | -23% | -5% | / | / | / | / | -1% | / | 10%
O=C(CN1CCN(Cc2ccccc2)CC1)Nc1nnc(C(F)(F)F)s1 | / | 3% | -1% | -6 | 812 | / | / | -5% | / | 14%
c1cn(-c2ccc(-c3ccnc4ncnn34)cc2)cn1 | 2% | 2% | -4% | 9 | 640 | 2.9% | -5.9% | -6% | -4% | 0%
CC(C)c1c(C(=O)N/N=C/c2ccccc2C(=O)O)nnn1-c1nonc1N | / | 13% | 0% | 2 | 726 | / | / | -12% | / | 0%
Cc1ccc(SCCNC(=S)Nc2ccc(C)c(C)c2)cc1 | 7% | 18% | 9% | / | / | -3.8% | -2.9% | 1% | 14% | 2%
O=C(NCCc1ccccc1F)/C(=C/c1cccnc1)NC(=O)c1ccccc1 | -19% | 17% | -1% | 24 | 709 | -1.4% | -13% | -12% | 0% | -3%
CCCCCCCCCCNC(=O)C(=O)Nc1ccccn1 | 7% | 12% | -2% | -8 | 724 | -0.7% | -3.0% | -4% | 10% | 6%
CCOc1ccccc1CNC(=O)Cn1ccc2cc(S(=O)(=O)N3CCCC3)ccc21 | / | 8% | 0% | -13 | 670 | / | / | -11% | / | 0%
CCNC(=S)N/N=C/c1ccc(OCC(=O)Nc2ccc(OC)cc2)c(OC)c1 | -9% | 8% | 9% | 8 | 617 | -8.1% | -1.4% | -8% | 3% | 49%
O=C(c1ccc(F)cc1)N(Cc1cccs1)C1CCS(=O)(=O)C1 (stereo not drawn) | / | -2% | 5% | 0 | 702 | / | / | -10% | / | 1%
CC(=O)Nc1cc(S(=O)(=O)Nc2ccccc2C)c(C)cc1C | 10% | 24% | -5% | / | / | -2.4% | -3.3% | -13% | -2% | -3%
CCCn1c(O)c(N=NC(=O)CNC(=O)Cc2ccc(OC)cc2)c2ccccc21 | / | -4% | -2% | -53 | 730 | / | / | -2% | / | 4%
Cc1cc(N2C(=O)C(=O)/C(=C(/O)c3ccc(Cl)cc3)C2c2cccc(Br)c2)no1 (stereo not drawn) | 27% | 14% | 0% | 3 | 732 | -1.9% | -1.7% | -3% | 18% | 4%
CNC(=S)N1CCC(NC(=O)C(Cc2ccccc2)NC(C)=O)CC1 (stereo not drawn) | 0% | 3% | 8% | 4 | 735 | -1.6% | -4.4% | -8% | 4% | 3%
O=C(Nn1cc(C(=O)N2CCN(c3ccccc3F)CC2)c2ccccc2c1=O)c1cnccn1 | 4% | -2% | -2% | / | / | -0.2% | -2.8% | -4% | 1% | -6%
COCCCNC(=O)CSC1=Nc2ccccc2C2=NC(CC(=O)NCc3ccccc3)C(=O)N12 (stereo not drawn) | 28% | 12% | -7% | / | / | 1.0% | -4.0% | -3% | ? | -1%
O=C(NC1CCCCCC1)c1cc(=O)[nH]c2ccc(S(=O)(=O)N3CCOCC3)cc12 | -4% | 8% | 1% | 6 | 693 | -0.3% | -0.8% | -4% | 7% | 2%
COc1ccc(CNC(=O)c2c(-c3c(F)cccc3Cl)noc2C)cc1 | / | -18% | 3% | -4 | 778 | / | / | -7% | / | 3%
O=C(Nc1ccc([N+](=O)[O-])cc1)N1CCCCCC1 | / | 8% | -6% | -3 | 861 | / | / | -7% | / | 0%

High-throughput results deposited in PubChem BioAssay by several laboratories.
